GPR151 activ – activates the human receptor GPR151. PathHunter beta-arrestin GPR151 cells, luminescence. 650,000 tested, 1% active. AID 1508602. Q8TDV0. activation, % at 11.2 µM; in the data active means activation above about 4.9%;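 further: 0% = median of compound wells and 100% = cells with positive control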
TEAD-YAP block – TEAD-YAP interaction inhibition; HEK-TIYL cells, TEAD-Gal4/YAP UAS-luciferase luminescence; inhibition, % at 9.12 µM; 640,000 tested, 1.4% active; AID 1259422; in the data active means inhibition above about 32%;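 further: 0% = median of test compound wells and 100% = reference inhibitor wells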
FBW7 act – activators of human E3 ligase FBW7. Q969H0. 650,000 tested, 0.13% active. AlphaScreen FBW7–phospho-cyclin E peptide binding, activator screen. normalized activity (activation), % at 26.1 µM; in the data active means normalized activity above about 1.9%;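 further: purified mutant Fbw7 with reduced substrate affinity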
Target sequence (Q969H0 whole entry, looked up): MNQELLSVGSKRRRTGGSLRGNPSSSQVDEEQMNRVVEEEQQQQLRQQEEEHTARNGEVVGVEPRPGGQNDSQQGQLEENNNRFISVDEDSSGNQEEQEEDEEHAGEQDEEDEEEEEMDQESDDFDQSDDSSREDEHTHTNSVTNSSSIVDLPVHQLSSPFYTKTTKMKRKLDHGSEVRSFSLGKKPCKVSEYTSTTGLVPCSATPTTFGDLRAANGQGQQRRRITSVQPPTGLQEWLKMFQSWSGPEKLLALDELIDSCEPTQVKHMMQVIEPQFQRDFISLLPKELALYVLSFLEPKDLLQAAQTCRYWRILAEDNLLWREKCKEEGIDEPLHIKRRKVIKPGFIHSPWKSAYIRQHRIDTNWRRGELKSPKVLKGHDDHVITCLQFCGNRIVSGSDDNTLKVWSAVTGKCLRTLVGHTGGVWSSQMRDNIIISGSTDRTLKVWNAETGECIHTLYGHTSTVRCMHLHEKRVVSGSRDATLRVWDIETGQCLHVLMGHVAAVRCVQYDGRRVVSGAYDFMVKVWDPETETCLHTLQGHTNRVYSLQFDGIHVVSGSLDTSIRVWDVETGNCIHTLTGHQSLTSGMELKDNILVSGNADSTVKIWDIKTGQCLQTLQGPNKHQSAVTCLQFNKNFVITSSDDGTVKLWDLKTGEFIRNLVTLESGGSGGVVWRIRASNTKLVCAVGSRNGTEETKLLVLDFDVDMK
MITF primary – human MITF inhibition, primary screen; inhibition, % at 2.6 µM; O75030; AlphaScreen MITF homodimerization, bead proximity signal; 650,000 tested, 0.91% active; in the data active means inhibition above about 50%;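 further: 0% = vehicle wells with protein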
* hit, by the source's call.

SMILES	GPR151 activ	TEAD-YAP block	FBW7 act	MITF primary
COc1ccccc1N1C(=O)C2C(C(C)=O)=NN(c3ccccc3C)C2C1=O (configuration not stated)	-0.2	-2	0.1	2
O=C(Nc1ccc([N+](=O)[O-])cc1)c1nc[nH]c1C(=O)NC1CCCCC1	2.4	7	-0.2	-8
CC1CC(C)CN(C(=O)CSC2=Nc3ccccc3C3=NC(Cc4c[nH]c5ccccc45)C(=O)N23)C1 (configuration not stated)	-0.7	2	0.1	-2
O=[N+]([O-])c1ccc(COc2ccccc2F)cc1	0.2	-16	0.9	13
CCCNC(=O)c1csc(N2CCCC(C(=O)N(CC)CC)C2)n1 (configuration not stated)	1.4	4	0.0	-4
C=Cc1ccc(Cn2c(C(=O)O)c(CNCc3ccccc3F)c3ccccc32)cc1	1.1	7	-0.2	-56
CCc1csc2ncc(C(=O)NC3CCC(O)CC3)c(=O)n12 (configuration not stated)	0.1	13	0.7	12
CCC1CCCCN1CCCNC(=O)c1sc2ncn(CC(=O)N3CCCCC3C)c(=O)c2c1C (configuration not stated)	-0.1	1	0.1	16
CC(C(=O)N1CCCCCC1)n1ncn2cccc2c1=O (configuration not stated)	-1.4	0	0.1	6
Cc1cc(C)c(OCC(O)CNC(C)(C)C)c(C)c1 (configuration not stated)	-0.5	8	-0.1	-4
O=C(C1CCCCN1S(=O)(=O)c1ccc(Cl)s1)N1CCN(c2ccccc2)CC1 (configuration not stated)	0.9	1	-0.2	0
CCCCc1nc2ccccc2c(=O)n1N	0.1	-10	0.0	1
CC1=C(c2ccc(C)cc2)S(=O)(=O)N=C1N1CCN(Cc2ccc3c(c2)OCO3)CC1	2.8	5	-0.1	0
O=C(CCCCCn1c(=S)[nH]c2ccc(Br)cc2c1=O)N1CCN(c2cccc(Cl)c2)CC1	-0.1	9	-0.1	-9
CSc1ccc(-c2nc(CSCC(=O)NCCN3CCCC3)c(C)o2)cc1	-0.3	14	-0.2	6
CC(=O)N(Cc1ccco1)Cc1cc2cc(C)cc(C)c2nc1Cl	-0.3	-3	0.2	5
O=C(Cc1cccc2ccccc12)Nc1ccc2c3c(cccc13)CC2	-0.6	20	0.0	-13
CN(C)c1cccc(Nc2nc3ccc(C(=O)NC4CCN(Cc5ccccc5)CC4)cc3s2)c1	-1.1	-2	-0.2	27
CCCCc1ccc(NC(=O)CN(Cc2ccccc2)S(C)(=O)=O)cc1	1.9	12	-0.2	-2
COc1ccc(CNC(=O)C(OC(C)=O)c2c(F)cccc2F)cc1 (configuration not stated)	3.1	-7	-0.2	-1
Cc1ccccc1N1C(=O)NC(=O)/C(=C\c2ccco2)C1=O	0.5	-6	-0.6	33
O=C1CC(C(=O)N2CCOc3ccc(CN4CCOCC4)cc3C2)c2ccccc21 (configuration not stated)	-0.2	7	-0.1	19
Cc1cc(Cl)ccc1OCC(=O)NCc1nc(-c2ccccc2)no1	-1.1	5	-0.1	8
O=C(c1ccco1)N1CC[C@H]2[C@H](CCCN2C(=O)Cc2ccccc2F)C1	-1.5	4	0.7	17
Cc1cc(I)ccc1NC(=O)Cn1cnc2scc(-c3ccccc3)c2c1=O	-1.0	-1	-0.1	16
COc1ccc(C2SCCN2S(=O)(=O)c2cccc([N+](=O)[O-])c2)cc1 (configuration not stated)	-0.3	3	0.8	15
Cc1ccc(C(=O)CC2(O)C(=O)Nc3ccc(Br)cc32)cc1 (configuration not stated)	-0.3	1	-0.1	11
Cc1ccc(/C=C/C(=O)Nc2ccc(S(N)(=O)=O)cc2)cc1	-0.6	-9	1.6	11
COC(=O)N[C@H]1C[C@H]2C(=O)N[C@@H]([C@@H](C)O)C(=O)N2C1	0.0	5	-0.3	6
CCOC(=O)CCC(=O)Nc1c(C(=O)Nc2ccc(OC)c(OC)c2)oc2ccccc12	1.1	-8	-0.2	0
O=C(Nc1cccc(F)c1)Nc1ccnn1C1CCN(C(=O)[C@@H]2C[C@H]2c2ccccc2)CC1	-0.5	-25	0.0	1
Cc1sc(NC(=O)CN(C(=O)Nc2ccccc2)C2CCCCC2)c(C(N)=O)c1C	-1.4	-7	0.0	-13
COc1ccc(CC(=O)NCc2nc(-c3ccccc3)no2)cc1OC	-0.5	-5	-0.1	6
COc1ccc(C2(C)NC(=O)N(Cc3csc(-c4ccccc4)n3)C2=O)cc1OC (configuration not stated)	0.2	3	0.0	-15
CC1CCC(C(C)C)C(OC(=O)COC(=O)c2ccc([N+](=O)[O-])o2)C1 (configuration not stated)	1.2	11	-0.4	8
COc1ccc2c(c1)CC(c1nc3ccc(-c4ccncc4)cc3[nH]1)CN2C (configuration not stated)	-1.0	9	-0.3	-9
C/C=C/Cn1c(=O)c2c(nc3n2CCN3c2ccc(C)cc2C)n(C)c1=O	0.9	-4	0.0	-8
COc1ccccc1C1C2=C(CC(C)(C)CC2=O)OC2=C1C(=O)CC(C)(C)C2	0.5	-1	-0.1	3
COC(=O)CCC(NC(=O)c1ccc(I)cc1)C(=O)OC (configuration not stated)	0.4	-11	-0.2	9
CCN(CC)C(=O)Cn1cnc2sc(C(=O)NCCCN3CCOCC3)c(C)c2c1=O	0.1	-17	0.6	14

Structural class: the compounds so far containing a nitro group on carbon.
SMILES	GPR151 activ	TEAD-YAP block	FBW7 act	MITF primary
O=C(Nc1ccc([N+](=O)[O-])cc1)c1nc[nH]c1C(=O)NC1CCCCC1	2.4	7	-0.2	-8
O=[N+]([O-])c1ccc(COc2ccccc2F)cc1	0.2	-16	0.9	13
COc1ccc(C2SCCN2S(=O)(=O)c2cccc([N+](=O)[O-])c2)cc1 (configuration not stated)	-0.3	3	0.8	15
CC1CCC(C(C)C)C(OC(=O)COC(=O)c2ccc([N+](=O)[O-])o2)C1 (configuration not stated)	1.2	11	-0.4	8

Some of these compounds in order of formula weight, rising.
SMILES	GPR151 activ	TEAD-YAP block	FBW7 act	MITF primary
Cc1cc(Cl)ccc1OCC(=O)NCc1nc(-c2ccccc2)no1	-1.1	5	-0.1	8
O=C1CC(C(=O)N2CCOc3ccc(CN4CCOCC4)cc3C2)c2ccccc21 (configuration not stated)	-0.2	7	-0.1	19
CCN(CC)C(=O)Cn1cnc2sc(C(=O)NCCCN3CCOCC3)c(C)c2c1=O	0.1	-17	0.6	14

Continuation:
SMILES	GPR151 activ	TEAD-YAP block	FBW7 act	MITF primary
O=C1C2C3C=CC(C3)C2C(=O)N1/N=C/c1cc(Br)c(O)cc1O (configuration not stated)	3.3	8	0.0	11
CCc1ccc(-n2c(=S)sc3c(=O)n(-c4ccc(C)cc4)c(SCc4ccccc4F)nc32)cc1	-0.3	4	0.1	-2
O=C(NCCc1ccccn1)C1CC12CCN(C(=O)CCc1ccccc1Cl)CC2 (configuration not stated)	0.3	-3	-0.1	-1
O=C(c1ccc2nc(N3CCCCC3)sc2c1)N1CCN(Cc2ccccc2)CC1	0.2	-11	1.1	16
CCOc1ccc(Oc2c(C)oc3cc(OCC(=O)OC)ccc3c2=O)cc1	2.2	16	0.0	8
COc1ccccc1-c1ccc(=O)n(CC(=O)NCc2ccco2)n1	0.6	3	0.0	2
COc1ccccc1NP(=O)(Nc1ccccc1OC)Nc1ccccc1OC	-0.8	-12	0.1	-6
Nc1nc(CN2CCN(c3ccccc3)CC2)nc(Nc2ccccc2)n1	-0.2	-1	-0.3	-6
CCOC(=O)c1ccc(S(=O)(=O)N2CCC(C(=O)OCC)CC2)cc1	-1.5	-9	-0.1	19
CC(=O)c1ccc(N2C(=O)C3C4c5ccccc5C(c5ccccc54)C3C2=O)cc1 (configuration not stated)	-0.1	-1	0.1	1
O=S(=O)(c1cccs1)N1CCCc2cccc(O)c21	-0.8	-72	-0.1	0
COCCNCc1c(C(=O)O)n(Cc2ccccc2C)c2ccccc12	-0.3	-2	-0.2	-16
c1ccc(C2CCCN2c2nc3nonc3nc2NC2CCCC2)nc1 (configuration not stated)	1.2	-6	0.0	6
CCN(CC)C(=O)c1cc(-c2ccccc2OC)on1	-0.2	-34	0.0	1
O=C(c1nc2ccccn2c1CN1CCC(c2ccc(F)cc2)C1)N1CCCC1 (configuration not stated)	-0.3	-2	-0.1	-17
O=C(CCC(=O)Nc1ccc(F)cc1)N/N=C/c1cccc([N+](=O)[O-])c1	4.1	2	0.0	-3
O=[N+]([O-])c1ccccc1S(=O)(=O)N1CCN(c2ccc(Cl)cc2)CC1	1.0	13	-0.1	15
Oc1ccc(Cn2cnc3ccccc32)c2cccnc12	-0.1	51*	-2.0	95*
COc1ccc(OC)c(NC(=O)c2c(-c3c(Cl)cccc3Cl)noc2C)c1	0.8	-3	0.1	-11
Cc1cc([N+](=O)[O-])ccc1NS(=O)(=O)c1ccc2c3c(cccc13)C(=O)N2	0.0	-7	0.2	0
CCOc1ccc(-c2nnc(SCC(=O)NC(C)CC)nc2-c2ccc(OCC)c(OC)c2)cc1OC (configuration not stated)	1.8	4	0.0	9
CCOC(=O)c1sc(=N)n(CC(=O)c2ccc(F)cc2)c1C	-0.4	-7	0.0	12
CN(C)c1cccc(Nc2ncc(C(=O)Nc3ccc(N4CCOCC4)cc3)s2)c1	1.5	7	0.0	-1
CC(C)(C)OC(=O)N1C(C(=O)O)CSC1c1cccc(Br)c1 (configuration not stated)	-0.1	3	0.2	0
Nc1c(Cl)c(Cl)nc(C(=O)OCC(=O)NCc2ccc(Cl)cc2)c1Cl	-2.3	-2	-0.2	-3
COc1ccc(N2C(=O)C3CC=C(Cl)CC3C2=O)cc1 (configuration not stated)	0.3	3	-0.2	-5
CCOC(=O)c1c(NC(=O)c2ccc(S(=O)(=O)N(CCOC)CCOC)cc2)sc2c1CCN(C)C2	0.2	1	0.4	17
COc1ccc(S(N)(=O)=O)cc1C(=O)NCC1(N2CCCCC2)CCCCC1	0.7	-3	0.0	4
CC1=C(C)/C(=N\S(=O)(=O)c2ccc(C)cc2)C(=O)C([n+]2ccccc2)=C1O	-1.4	-1	0.8	15
c1ccc(-c2nc3ccccc3nc2N2CCNCC2)cc1	0.2	10	-0.1	-3
CC(=O)c1ccc(NC(=O)C2=NNC(=O)CC2)cc1	-0.4	-21	0.0	-5
COc1cc2c(cc1OC)C(c1ccccc1[N+](=O)[O-])N(C(C)=O)CC2 (configuration not stated)	-0.9	3	0.2	-4
COc1ccc(-c2nnc(SCc3cccnc3)o2)cc1	-0.5	-29	0.4	5
O=C(NCc1cccnc1)Nc1ccccc1C(F)(F)F	-0.8	-5	0.6	0
CCCc1cc(C(=O)NNC(=O)Nc2cccc(C(C)=O)c2)cs1	-0.1	14	-0.1	-24
CC1(C)CC(=O)C(C(C2=C(O)CC(C)(C)CC2=O)c2ccc(O)c([N+](=O)[O-])c2)=C(O)C1	-0.2	6	-1.3	11
CCOC(=O)C1=C(c2ccccc2)OC(N)=C(C#N)C1c1cc(OC)ccc1F (configuration not stated)	-0.2	4	-0.1	10
CC(NC(=O)CSc1ccsc1[N+](=O)[O-])c1ccccc1 (configuration not stated)	-0.3	13	-0.2	12
Cn1c(=O)oc2cc(S(=O)(=O)NCC3COc4ccccc4O3)ccc21 (configuration not stated)	0.6	7	0.2	7
CCOc1ccc2[nH]c(=O)c(CN(CCOC)C(=O)Nc3ccc(C)cc3)cc2c1	0.2	-5	-0.1	-2

The closing 6 entries of the section above open the next one:
SMILES	GPR151 activ	TEAD-YAP block	FBW7 act	MITF primary
CCCc1cc(C(=O)NNC(=O)Nc2cccc(C(C)=O)c2)cs1	-0.1	14	-0.1	-24
CC1(C)CC(=O)C(C(C2=C(O)CC(C)(C)CC2=O)c2ccc(O)c([N+](=O)[O-])c2)=C(O)C1	-0.2	6	-1.3	11
CCOC(=O)C1=C(c2ccccc2)OC(N)=C(C#N)C1c1cc(OC)ccc1F (configuration not stated)	-0.2	4	-0.1	10
CC(NC(=O)CSc1ccsc1[N+](=O)[O-])c1ccccc1 (configuration not stated)	-0.3	13	-0.2	12
Cn1c(=O)oc2cc(S(=O)(=O)NCC3COc4ccccc4O3)ccc21 (configuration not stated)	0.6	7	0.2	7
CCOc1ccc2[nH]c(=O)c(CN(CCOC)C(=O)Nc3ccc(C)cc3)cc2c1	0.2	-5	-0.1	-2
O=C(O)c1c(CNC2CCCc3ccccc32)c2ccccc2n1Cc1cccc(Cl)c1 (configuration not stated)	-0.8	1	0.1	4
Cc1cc(C)c(C(N)=O)c(Nc2cccc(Cl)c2)n1	0.3	0	0.3	14
Cc1cc(C)nc(SCC(=O)NNC(=O)CC23CC4CC(CC(C4)C2)C3)n1	-0.3	0	0.1	-6
CCOc1ccc(NC(=O)NNC(=O)Cc2cccs2)cc1	-0.2	4	0.2	16
Cc1nc2c(sc3nc4c(cc32)COC(C)(C)C4)c(=O)n1Cc1ccccc1	0.6	-10	0.1	-5
O=C(Oc1ccc(F)cc1)c1cccc(C(=O)Oc2ccc(F)cc2)n1	0.8	9	-0.1	6
Cc1ccc(C)n1-c1ccc(C(=O)N2CCC(C(N)=O)CC2)cc1	3.0	2	-0.1	6
COc1ccccc1S(=O)(=O)Nc1ccc(S(=O)(=O)Nc2nccs2)cc1	-0.5	-4	-0.1	-5
COc1cccc(OC)c1C(=O)N(Cc1nc(-c2ccc(C)cc2)no1)C(C)C	9.7*	14	-0.2	-7

Screening data (PubChem)
